High-throughput results from PubChem.
OX1R antag-1 = antagonists of human orexin 1 receptor; O43613; AID 434989; CHO/OX1R cells, Fluo-8 calcium fluorescence, orexin A; 330,000 tested, 0.43% active; inhibition, % at 5 µM;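 active = inhibition above its plate's threshold, mean inhibition of all tested compounds on the plate plus 3 SD, cut at about 37% in these data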;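 note: 0% = orexin A challenge wells and 100% = SB-334867-A antagonist wells; not every result past the cut was called active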
Target sequence (O43613 whole entry, looked up): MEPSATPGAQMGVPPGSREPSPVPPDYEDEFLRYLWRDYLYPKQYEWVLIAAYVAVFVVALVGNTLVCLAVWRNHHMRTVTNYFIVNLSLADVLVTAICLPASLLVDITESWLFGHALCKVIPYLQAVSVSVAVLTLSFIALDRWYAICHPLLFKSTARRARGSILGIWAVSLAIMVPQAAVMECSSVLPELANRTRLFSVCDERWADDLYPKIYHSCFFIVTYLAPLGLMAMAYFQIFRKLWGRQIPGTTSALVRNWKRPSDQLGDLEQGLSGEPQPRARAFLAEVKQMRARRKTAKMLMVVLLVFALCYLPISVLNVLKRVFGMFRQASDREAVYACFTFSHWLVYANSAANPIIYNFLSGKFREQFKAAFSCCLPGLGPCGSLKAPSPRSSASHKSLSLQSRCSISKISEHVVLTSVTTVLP
STK33 kinase inh = inhibitors of human STK33 kinase; Q9BYT3; purified STK33, MBP phosphorylation, ADP-Glo luminescence; inhibition, % at 10 µM; 320,000 tested, 0.073% active; AID 2661;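 active = inhibition at or above 25%, using the most active replicate where run in duplicate; inactive = inhibition below 25%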
Target sequence (Q9BYT3 whole entry, looked up): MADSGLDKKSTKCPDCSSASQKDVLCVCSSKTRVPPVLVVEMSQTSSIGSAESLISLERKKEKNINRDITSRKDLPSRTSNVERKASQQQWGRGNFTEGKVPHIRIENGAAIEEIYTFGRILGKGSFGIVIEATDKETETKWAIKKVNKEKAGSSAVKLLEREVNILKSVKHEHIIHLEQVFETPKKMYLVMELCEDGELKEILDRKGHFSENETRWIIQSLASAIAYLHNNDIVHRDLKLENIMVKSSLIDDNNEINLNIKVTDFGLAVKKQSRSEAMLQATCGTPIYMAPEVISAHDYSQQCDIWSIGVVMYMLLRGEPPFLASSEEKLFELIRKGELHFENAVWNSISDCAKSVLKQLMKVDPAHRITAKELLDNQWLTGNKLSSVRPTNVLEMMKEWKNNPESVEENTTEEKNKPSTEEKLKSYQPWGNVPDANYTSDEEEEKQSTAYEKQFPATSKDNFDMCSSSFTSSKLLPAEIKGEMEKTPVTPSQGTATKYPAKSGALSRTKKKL
OX1R antag-2 = OX1R (human) antagonism. O43613. AID 485270. 330,000 tested, 1.8% active. inhibition, % at 6.6 µM. OX1R-expressing cells, FRET antagonist read-out; in the data active = inhibition mostly above about 38%, no sharp cut-off; inactive = mostly below about 40%;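 note: 0% = agonist challenge alone and 100% = reference antagonist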
Active calls of the source: *; . = no result given. The order is random; any-hit rate near 2.2%.

structure,OX1R antag-1,STK33 kinase inh,OX1R antag-2
Cc1ccc(NCN2C(=O)C3C4CCC(C4)C3C2=O)cc1 (configuration not stated),0,-0.9,8
CC(C)(C)OC(=O)NCCCC[C@H](NC(=O)[C@H](Cc1c[nH]c2ccccc12)NC(=O)OCc1ccccc1)C(=O)O,-23,-2.2,3
CC(C(Sc1ccccc1N)c1ccccc1)[N+](=O)[O-] (configuration not stated),-8,-2.7,15
COC(=O)C1=C(C)N(C)C(C)=C(C(=O)OC)C1c1ccsc1,-20,-0.3,4
CCn1c(SCC(=O)Nc2nc(-c3ccc(C)cc3)cs2)nnc1-c1ccccc1,-27,0.4,15
CCN(CC)CCCNC(=O)c1cn(CCOC)c(=O)c2c1c1ccccc1n2C,-7,0.5,13
O=C(O)CCn1c(=O)oc2cc(S(=O)(=O)N3CCCC3)ccc21,21,-0.6,14
COc1ccc(NC(=O)c2ccc(CN3CCN(c4ccccc4)CC3)cc2)cc1OC,-1,-0.5,10
O=C(CCNC(=O)C1CCN(S(=O)(=O)c2ccc(F)cc2)CC1)NCc1ccc(Cl)cc1,-9,-0.5,7
COc1ccc(OC)c(C2CC(=O)N3CN(c4ccccc4)CSC3=C2C#N)c1 (configuration not stated),-18,-1.0,-2
Cc1cccnc1NC(=O)c1ccccc1-c1ccccc1C(=O)Nc1ncccc1C,-12,-3.9,16
CCOC(=O)C1=C(C)Nc2sc(C(=O)c3ccc(C)cc3)c(N)c2C1c1ccc(C(=O)OC)cc1 (configuration not stated),-16,14,11
COc1ccccc1CN1CC(C(=O)N2CCCCO2)CCC1=O (configuration not stated),-15,-0.3,17
CCC(Oc1ccccc1)C(=O)OCC(=O)N(CC)c1c(N)n(Cc2ccccc2)c(=O)[nH]c1=O (configuration not stated),-24,-0.7,6
CCC(=O)Nc1nnc(SCC(=O)Nc2ccc(F)cc2)s1,-5,-1.5,18

A draw from above in order of molecular weight, ascending:
structure,OX1R antag-1,STK33 kinase inh,OX1R antag-2
O=C(O)CCn1c(=O)oc2cc(S(=O)(=O)N3CCCC3)ccc21,21,-0.6,14
COc1ccc(NC(=O)c2ccc(CN3CCN(c4ccccc4)CC3)cc2)cc1OC,-1,-0.5,10
O=C(CCNC(=O)C1CCN(S(=O)(=O)c2ccc(F)cc2)CC1)NCc1ccc(Cl)cc1,-9,-0.5,7

Next compounds:
structure,OX1R antag-1,STK33 kinase inh,OX1R antag-2
COc1ccc(CCNC(=O)c2cc(-c3ccncc3)nc3c(Cl)cccc23)cc1OC,-33,1.6,39
CCOc1ccccc1CN1CCNC(=O)C1CC(=O)N(C)Cc1cnccn1 (configuration not stated),-5,-2.0,1
Cc1ccccc1CSc1nnc(-c2ccccc2)c(=O)[nH]1,-9,-1.0,22
CC1CC(C)(C)N2C(=O)C(=C(C#N)C#N)c3cccc1c32 (configuration not stated),-17,-2.2,32
CCN(CC)c1ccc(C(=O)N/N=C/c2ccc(N3CCOCC3)cc2)cc1,-11,-2.3,14
Cc1cc(=O)oc2cc(OC(C)C(=O)NC3CCN(Cc4ccccc4)CC3)ccc12 (configuration not stated),-28,0.1,9
CC1=NN(c2ccccc2)C(=O)/C1=C\c1sccc1C,0,-4.4,5
CCC(Sc1nc(C)cc(C)n1)C(=O)Nc1cc(C)on1 (configuration not stated),-17,-2.0,14
Cc1cc(C)c(C(=O)C(C)OC(=O)Cn2cnc3c2c(=O)n(C)c(=O)n3C)cc1C (configuration not stated),0,0.2,19
N#CCc1nc2n(n1)Cc1ccccc1-2,-23,0.4,1
Cc1cc(C)cc(N(C(=O)c2csnn2)C(C(=O)NC2CCCC2)c2cccnc2)c1 (configuration not stated),-31,0.0,21
Cc1cc(C(F)(F)F)nc(CCNCc2c(C(=O)N3CCCC3)nc3ccccn23)n1,-29,0.5,20
CCn1nc(C)c(CNC(=O)CCc2nnc(-c3ccc(C(C)=O)s3)o2)c1C,-17,0.2,63*
CCCCNC(=O)c1ccc2c(=O)n(CCCOCC)c(=S)[nH]c2c1,-15,-1.1,13
COc1ccc(CNC(=O)COC(=O)CCOc2ccc(C)cc2)cc1,-10,0.6,17
Cc1cc2oc(=O)cc(CN(C)Cc3ccccc3Cl)c2cc1C,-46,-3.4,33
CCOC(=O)c1c(C)[nH]c(C)c1C(=O)COC(=O)c1cccc(S(=O)(=O)N(CC)CC)c1,-27,-1.5,30
CCCCC(c1nnnn1CS(=O)(=O)c1ccc(C)cc1)N1CCN(C)CC1 (configuration not stated),-30,-0.8,11
O=C(Nc1nccs1)c1ccc(COc2ccc(F)cc2)o1,-34,-1.0,12
O=C(Cc1ccc(S(=O)(=O)N2CCOCC2)s1)Nc1ccccc1N1CCOCC1,-27,-0.9,19
CC(C)COCC(O)CC(Cc1ccccc1)C(=O)NN (configuration not stated),-12,-0.4,5
CC(=O)c1ccc(S(=O)(=O)NC2CCSc3ccccc32)cc1 (configuration not stated),-7,-0.3,19
CC(=O)Nc1cccc(-c2nn[nH]n2)c1,-14,0.0,13
CN(C)c1ccc(N/C=C/C(=O)c2ccco2)cc1,-14,0.3,11
O=C(NNC(=S)Nc1ccc(Cl)cc1Cl)c1ccncc1,18,-1.2,-3
O=S(=O)(Nc1cc(S(=O)(=O)N2CCOCC2)ccc1N1CCOCC1)c1ccc2c(c1)OCCO2,-26,-1.2,16
COc1ccc(/C=C(\C#N)C(=O)c2cccn2C)cc1,-23,0.3,-8
CCN1CCN(c2ncnc3c2cnn3-c2ccccc2)CC1,-23,-1.6,13
CC(C)c1c(O)nc(SCCOc2ccc(Cl)cc2)[nH]c1=O,-22,-0.4,13
COCCNc1ccc(-c2n[nH]c(=O)c3ccccc23)cc1[N+](=O)[O-],-14,-0.9,2
O=C(Nc1ccc(F)cc1F)c1cc2nc3c(c(C(F)(F)F)n2n1)CCCC3,-13,-0.4,8
CN(C)C(CNC(=O)c1cc(-c2ccco2)nc2ccccc12)c1ccccc1 (configuration not stated),-14,0.8,13
Cc1ccc(C(C)NC(=S)NCc2ccc(F)cc2)cc1C (configuration not stated),-15,-1.0,5
Cn1cc(C(=O)c2cccc(Cl)c2)cc1C#N,-18,-1.3,30
Cc1ccc(C(=O)OC(C)C(=O)NC2CCCCC2)cc1S(=O)(=O)N1CCCCC1 (configuration not stated),-21,.,12
CCn1cc(C2=NOC(C(=O)Nc3ccccc3C(=O)OC)C2)c(C)n1 (configuration not stated),-13,0.1,24
O=C(COCc1cc(-c2ccco2)on1)NC1CCCCC1,0,1.0,6
O=C(COC(=O)c1cc(S(=O)(=O)N2CCOCC2)ccc1Cl)Nc1ccc2c(c1)OCO2,-14,0.1,19
Cc1ccnc(NCc2cccc3ccccc23)c1,-22,-0.6,9
CC(c1ccccc1)N(CC(=O)NC1CCCCC1)S(=O)(=O)c1cccc(C(F)(F)F)c1 (configuration not stated),-33,0.5,11
CNCCNC[C@H](Cc1cccc2ccccc12)NCCc1ccccc1,-15,1.5,16
COc1ccc(OC)c2c1CC(C)(C)NC2=O,-6,0.0,11
CCOc1ccc(NC(=O)N[C@@H](Cc2ccccc2)C(=O)O)cc1,-13,1.7,2
COc1cc([N+](=O)[O-])ccc1NC(=O)Nc1ccc2c(c1)OCCO2,-17,.,13
CCCc1nc2ccccc2c(C(=O)OCC(=O)c2ccc3c(c2)NC(=O)CO3)c1CC,-18,0.1,1
O=C(CSc1nccc(=O)[nH]1)N1CCN(c2ccccc2)CC1,-21,-1.2,13
COc1ccc(N(CC(=O)NCc2cccc(OC)c2)S(=O)(=O)c2c(C)noc2C)cc1,-15,-3.5,38
Cc1ccc(-n2ncc(C#N)c2N)cc1,-11,-1.2,12
O=C1CCCc2cc(S(=O)(=O)N3CCC(C(=O)NCc4ccccc4)CC3)ccc2N1,-11,4.6,8
O=C(Nc1nccs1)c1cccc(N2C(=O)C3C4C=CC(C4)C3C2=O)c1 (configuration not stated),-19,2.1,10
Cc1ccc(OS(=O)(=O)c2c(C)nn(C)c2Cl)c(C)c1,-7,-0.3,19
O=C(N/N=C/c1ccc(O)c([N+](=O)[O-])c1)c1ccncc1,-10,-0.4,38
CCCCc1[nH]c(=O)c(C#N)c2c1CSC(C)(C)C2,-3,-0.6,18
Cc1cc(C)c(C(=O)COC(=O)[C@H](C)Nc2ccc(C(F)(F)F)cc2[N+](=O)[O-])c(C)c1,4,0.0,8
COC(=O)c1cnc(Nc2cc(C)ccc2OC)c2ccccc12,-56,-2.1,12
Cc1noc(C)c1C(=O)NNc1ccc(C(C)C)cc1,-30,2.6,11
CCC(=O)Nc1ccc(N2CCN(Cc3ccccc3)CC2)cc1,-10,-1.4,-11
O=C(Nc1ccc2nc(-c3cccs3)c(-c3cccs3)nc2c1)N1CCOCC1,21,-0.2,73*
COC(=O)C(C)Sc1nc2c(c(=O)n1-c1ccccc1)SCC2 (configuration not stated),-7,0.6,11
CC(C)(C)NS(=O)(=O)c1ccc(CCC(=O)Nc2ccc3c(c2)OCCO3)cc1,-25,-0.5,10

Remaining list, next part.
structure,OX1R antag-1,STK33 kinase inh,OX1R antag-2
CCCCNc1ncnc2c1cnn2-c1ccc(Cl)cc1,-40,-1.9,14
COc1cccc(CN(C)CC(=O)Nc2c(C)cccc2C(C)C)c1,-5,0.7,21
COc1ccc(C(=O)Nc2nc(-c3ccc([N+](=O)[O-])cc3)c(-c3ccccc3)s2)cc1,-11,-0.7,25
NNC(=O)c1cc(C23CC4CC(CC(C4)C2)C3)[nH]n1,-22,-1.1,-5
COc1cccc(/C=N/NC(=O)CNC(=O)c2cccs2)c1O,-11,0.3,21
CC1CC(C)(C)CC2(C1)NC(=O)N(CC(=O)Nc1c(F)cccc1F)C2=O (configuration not stated),-15,0.3,6
COc1cc2nc(N3CCN(C(=O)OCc4ccccc4)[C@H](C(=O)NC(C)(C)C)C3)nc(N)c2cc1OC,-19,-0.8,11
COc1cccc(CCc2nnc(CCC(=O)NCCC3CCCCO3)o2)c1 (configuration not stated),-9,-2.8,3
Cc1ccc(N/C(N)=N/c2nc(CSc3ccccn3)cc(=O)[nH]2)c(C)c1,-20,-8.5,11
Cc1ccc(S(=O)(=O)N(C)c2c(C)ccc(S(=O)(=O)N3CCN(C=O)CC3)c2C)cc1,-19,-2.0,16
CC(C)C(=O)Nc1ccc2nn(-c3ccccc3)nc2c1,15,-1.7,63*
CCc1ccc(NC(=O)Cc2ccc(-n3cccc3)cc2)cc1,4,2.3,26
Cc1cc(CSc2ccccc2)ccc1NC(=O)c1ccc(C)c([N+](=O)[O-])c1,-12,-1.0,6
O=C(NCC(c1ccco1)N1CCc2ccccc21)c1c(F)cccc1F (configuration not stated),-25,0.4,8
COC(=O)c1cccc(NC(=O)c2cccc([N+](=O)[O-])c2)c1,-16,1.3,0

Part of the list above, with each value named.
COc1cccc(CN(C)CC(=O)Nc2c(C)cccc2C(C)C)c1
- OX1R antag-1: -5
- STK33 kinase inh: 0.7
- OX1R antag-2: 21

COc1ccc(C(=O)Nc2nc(-c3ccc([N+](=O)[O-])cc3)c(-c3ccccc3)s2)cc1
- OX1R antag-1: -11
- STK33 kinase inh: -0.7
- OX1R antag-2: 25

Limited to OX1R antag-2 (2 entries from above):
Compound | OX1R antag-2
NNC(=O)c1cc(C23CC4CC(CC(C4)C2)C3)[nH]n1 | -5
COc1cccc(/C=N/NC(=O)CNC(=O)c2cccs2)c1O | 21

(more compounds)
structure,OX1R antag-1,STK33 kinase inh,OX1R antag-2
COc1cc(NC(=O)CSc2ncnc3scc(-c4ccccc4)c23)c(C(=O)O)cc1OC,-12,.,16
O=S(=O)(c1ccc(Cl)cc1)n1ccc(-c2cccc(OCc3c(F)cccc3Cl)c2)n1,7,-0.4,15
Cc1cc(C)c(NC(=O)c2ccccc2CCc2ccccc2)c(C)c1,31,-1.9,41*
CC(C)CC(NC(=O)c1ccccc1)C(=O)OCC(=O)Nc1ccc(Br)cn1 (configuration not stated),-19,-0.9,12
Cc1oc(-c2ccccc2)cc1C(N)=O,-2,-0.3,23
Cn1c(CCNS(=O)(=O)c2ccccc2)nnc1SCc1cccnc1,-3,-0.5,8
C[C@H](CO)N1C[C@H](C)[C@@H](CN(C)S(=O)(=O)c2cccs2)Oc2c(NC(=O)C3CCCCC3)cccc2C1=O,-48,-0.6,0
N/C(=N\OC(=O)CCC1CCCC1)c1ccccn1,-19,1.7,17
COc1ccc(S(=O)(=O)N2CCCCC2)cc1NC(=O)Cn1cnc2ccccc2c1=O,7,-0.8,-2
CCOC(=O)CSc1nc(N)c(C(=O)Nc2ccc(N(C)C)cc2)s1,-6,1.6,22
Cc1n[nH]c(C)c1S(=O)(=O)NCCc1ccc(Cl)cc1,-13,1.1,11
O=C(Nc1nccs1)c1ccc(-c2ccc(F)cc2)o1,-17,0.1,48
O=C(c1cc2ccccc2oc1=O)N(c1ccc(Cl)cc1)C1C=CS(=O)(=O)C1 (configuration not stated),-27,-2.4,7
COc1ccc(CCNC(=O)C(=O)c2cn(CC(=O)N3CCOCC3)c3ccccc23)cc1OC,-7,-0.4,31
CN(C(=O)COC(=O)c1cncc(Br)c1)C1CCS(=O)(=O)C1 (configuration not stated),-1,-0.5,15
Cc1ccc(NC(=O)CSc2nc3c(c(=O)[nH]2)CCC3)cc1C,-14,-0.7,8
COc1ccc(S(=O)(=O)n2cnc3ccccc32)c(C)c1,-13,-1.3,5
COc1ccc2nc(NC3=NCCC3)sc2c1,-21,1.1,-1
